A3G deaminase = inhibitors of human APOBEC3G DNA deaminase; Q9HC16; recombinant A3G, ssDNA deamination FAM/TAMRA fluorescence; inhibition, % at 20 µM; 0.28% of 330,000 active;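 active = inhibition of at least 40% at 20 µM, with no more than 30% in the related APOBEC3A deaminase screen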;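 also: plate controls were DMSO wells with A3G for no effect and wells lacking A3G enzyme for full effect; some compounds called inactive have numbers as strong as hits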
APOBEC3A inh = blocks human APOBEC3A ssDNA deamination | P31941 | recombinant A3A, FAM/TAMRA ssDNA deamination fluorescence | inhibition, % at 20 µM | 0.41% of 330,000 active | AID 493011;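 active = at least 40% inhibition at 20 µM here, with at most 30% in a related deaminase screen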;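 also: plate controls were A3A with DMSO for no effect and wells lacking A3A enzyme for full effect; some results filed as inactive read as strong as hits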
Target sequence (P31941 whole entry, looked up): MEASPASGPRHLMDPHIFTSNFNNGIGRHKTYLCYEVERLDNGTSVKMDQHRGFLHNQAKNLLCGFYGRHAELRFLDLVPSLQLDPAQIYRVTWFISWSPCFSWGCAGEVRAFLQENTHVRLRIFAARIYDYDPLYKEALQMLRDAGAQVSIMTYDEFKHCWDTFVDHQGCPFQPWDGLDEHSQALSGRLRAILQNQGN
mIAP activ = increases mouse intestinal alkaline phosphatase activity; muIAP, CDP-Star luminescence, 30 min; stronger effect = higher value; 1 = vehicle-only enzyme signal, 0 = enzyme-free wells; activation factor at 10 µM; 0.24% of 330,000 active; AID 2805;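 active = activation factor of at least 2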; also: the source names both 10 and 20 µM as test concentration; values of inactives mirror those of a sister screen read the other way
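Assay system: mouse IAP enzyme / Compound: DMSO-dissolved test compounds / Timing: 30 min, room temperature / Measured by: luminescence from enzymatic CDP-Star hydrolysis / Control set: DMSO-only wells, enzyme-free buffer wells as negative control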
hIAP activ = increases human intestinal alkaline phosphatase activity. P09923. purified human IAP, CDP-Star luminescence, 30 min; stronger effect = higher value; 1 = vehicle-only enzyme, 0 = enzyme-free background. activation factor at 10 µM. 0.16% of 330,000 active. AID 2524;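 active = activation factor of the enzyme at least 2-fold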; also: the source names both 10 and 20 µM as test concentration; values of inactives mirror those of a sister screen read the other way
Target sequence (P09923 whole entry, looked up): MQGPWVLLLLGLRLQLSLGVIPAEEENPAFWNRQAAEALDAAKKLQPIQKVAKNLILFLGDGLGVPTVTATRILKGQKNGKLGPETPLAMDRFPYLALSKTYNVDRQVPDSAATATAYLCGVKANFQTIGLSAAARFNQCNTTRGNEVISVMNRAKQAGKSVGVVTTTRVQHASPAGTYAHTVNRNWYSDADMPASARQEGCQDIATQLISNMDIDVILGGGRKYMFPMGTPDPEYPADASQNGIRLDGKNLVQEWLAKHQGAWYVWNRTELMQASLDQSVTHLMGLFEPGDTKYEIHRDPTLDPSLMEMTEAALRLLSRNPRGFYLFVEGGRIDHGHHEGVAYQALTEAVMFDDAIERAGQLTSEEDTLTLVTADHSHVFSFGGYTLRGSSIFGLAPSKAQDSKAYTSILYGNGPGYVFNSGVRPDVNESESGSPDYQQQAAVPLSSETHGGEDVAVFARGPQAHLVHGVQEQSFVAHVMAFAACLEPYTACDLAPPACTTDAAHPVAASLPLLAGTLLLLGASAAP
GRIN3A LBD mod = NR3A (human) ligand-binding domain modulation; NR3A LBD differential scanning fluorimetry, Tm shift; 0% = protein alone, 100% = glycine-bound protein; Tm shift relative to glycine control, % at 25 µM; 2.5% of 340,000 active; AID 1259313;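 active = melting temperature shift of at least 10% of the positive control shift, at one fixed dose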
hIAP inh = human IAP inhibition. P09923. purified IAP, CDP-Star luminescence, 30 min. inhibition, % at 10 µM. 0.12% of 330,000 active. AID 2544;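 active = inhibition reaching a set limit with compound at 10 µM in the primary screen, cut at about 35% in these data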;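 also: plate controls were DMSO wells with enzyme for no effect and no-enzyme buffer wells for full effect; values of inactives mirror those of a sister screen read the other way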
MIN6 prolif = MIN6 beta-cell proliferation induction | MIN6 cells proliferation, ATPlite luminescence, 48 h; cells starved in 0.2% serum; 100% = growth in 10% serum | proliferation, % at 10 µM | 0.29% of 330,000 active;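 active = compounds whose signal lies at least 3.5 SD above the mean of all wells on their plate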;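 also: 0% = DMSO-treated cells in low-serum medium and 100% = 10% serum control; some compounds called inactive have numbers as strong as hits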
MPTP inh = inhibitors of mitochondrial permeability transition pore; isolated mouse mitochondria, Ca2+ swelling absorbance, 30 min; inhibition, % at 10 µM; 1.4% of 360,000 active;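 active = inhibition of 50% or more, scaled per plate between neutral and stimulator controls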;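 also: 0% = DMSO wells given calcium and 100% = 1 mM EGTA wells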
mIAP block = mouse IAP inhibition; purified mouse IAP, CDP-Star luminescence, 30 min; inhibition, % at 10 µM; 0.2% of 330,000 active;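 active = inhibition of at least 40% at 10 µM in the primary screen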;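 also: plate controls were DMSO with enzyme for no effect and no enzyme wells for full effect; values of inactives mirror those of a sister screen read the other way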
The depositor's hits bear a star.

SMILES	A3G deaminase	APOBEC3A inh	mIAP activ	hIAP activ	GRIN3A LBD mod	hIAP inh	MIN6 prolif	MPTP inh	mIAP block
CCN(C1CCCCC1)S(=O)(=O)c1ccc(S(=O)(=O)NCCc2ccncc2)cc1	-4	1	0.87	0.84	0	16	-3	-0.5	13
CC(C)n1nnnc1SCC(=O)NCCc1ccccc1	-1	-1	0.97	0.94	-3	6	0	0.1	2
O=S1(=O)CC(O)C(Nc2ccccc2)C1 (centres undefined)	-5	-5	1	0.99	2	1	-1	-1.4	-3
CCOC(=O)c1ccc(N2C(=O)CC(NNC(=O)c3ccc(Br)s3)C2=O)cc1 (centres undefined)	1	0	1	0.99	0	1	-1	1.4	-1
Cc1cccc(N(CC(=O)NC(C)(C)C)C(=O)CS(=O)CC(=O)Nc2ccc3c(c2)OCO3)c1 (centres undefined)	7	3	1	1.2	1	-19	1	-0.8	-2
O/N=C(/c1ccccc1)c1cc2cc(Br)cc(Br)c2o1	-8	0	0.92	0.77	-10	23	3	3.8	8
CCc1ccc2oc(-c3cc(N)ccc3O)nc2c1	-5	-2	0.93	1.3	-5	-33	-6	-3.1	7
CCS(=O)(=O)Nc1ccc(Cc2ccncc2)cc1	-2	2	1.1	0.97	1	3	2	18	-6
CCn1c(CNC(=O)c2ccccc2F)cc2cc(C)ccc21	0	-4	0.99	1.2	6	-21	-3	1.0	1
COc1ccc(NC(=O)Nc2nnc(-c3ccccc3SCc3ccccc3)s2)cc1	-6	4	0.96	1.1	22*	-13	-3	10	4
COc1ccc(CCN2CC(C(=O)O)CC2=O)cc1OC (centres undefined)	4	2	0.93	0.93	0	7	-4	0.1	7
COc1ccc(CC(=O)Nc2ccc3c(c2)C(=O)N(CCC(=O)O)C3=O)cc1	-1	3	1	0.93	2	7	-1	-1.1	0
CCOC(=O)c1cc[nH]c1C	-4	-4	0.91	1	2	-4	-2	2.4	9
COCCOC(=O)C1=C(C)NC(=O)NC1c1ccco1 (centres undefined)	-4	6	0.96	1.1	0	-8	1	1.1	4
N#CCC(=O)NNC(=S)NC(=O)C(c1ccccc1)c1ccccc1	-7	0	0.91	1.5	-3	-53	-4	-2.7	10
O=C(NCCCN1CCCCCC1)C1CCCN(S(=O)(=O)c2cccc3nsnc23)C1 (centres undefined)	-5	0	0.94	0.86	-1	14	-2	-2.2	6
COc1cccc(-c2nc(NCc3cccnc3)c3ccccc3n2)c1O	-7	3	1	1	-18	-4	2	0.6	-4
CCN1CCN(Cc2c(O)ccc3c2O/C(=C\C=C\c2ccccc2)C3=O)CC1	1	-4	0.92	1.1	-7	-10	-3	-1.1	8
Cc1cc(C)cc(NC(=O)NC2CCN(CC(=O)Nc3cccc(Cl)c3C)CC2)c1	-5	-2	5.4*	3*	-3	-204	-3	20	-444
CCCS(=O)(=O)NCCc1csc(-c2ccc(OC)c(OC)c2)n1	-6	-2	1	1.2	7	-20	1	-0.7	-1
Cc1ccccc1C(=O)NCC(=O)c1ccccc1	-6	-2	0.92	0.97	-2	2	-2	1.5	8
CC1CCCC(C)N1/N=C/c1ccc(C(=O)O)cc1 (centres undefined)	-1	2	0.92	1.1	1	-10	0	0.4	8
Nc1ccc(C(=O)N2CCN(S(=O)(=O)/C=C/c3ccccc3)CC2)cc1[N+](=O)[O-]	-8	-2	0.97	0.92	0	8	0	-0.4	3
CCn1nnnc1-c1ccc(OC)c(S(=O)(=O)Nc2ccc(C(=O)OC)cc2)c1	-3	-1	0.93	0.84	-1	16	-2	-0.5	7

3 of the entries above in order of the APOBEC3A inh value, lowest first.
molecule	A3G deaminase	APOBEC3A inh	mIAP activ	hIAP activ	GRIN3A LBD mod	hIAP inh	MPTP inh	mIAP block
CCc1ccc2oc(-c3cc(N)ccc3O)nc2c1	-5	-2	0.93	1.3	-5	-33	-3.1	7
CC1CCCC(C)N1/N=C/c1ccc(C(=O)O)cc1 (centres undefined)	-1	2	0.92	1.1	1	-10	0.4	8
Cc1cccc(N(CC(=O)NC(C)(C)C)C(=O)CS(=O)CC(=O)Nc2ccc3c(c2)OCO3)c1 (centres undefined)	7	3	1	1.2	1	-19	-0.8	-2

New compounds follow
SMILES	A3G deaminase	APOBEC3A inh	mIAP activ	hIAP activ	GRIN3A LBD mod	hIAP inh	MIN6 prolif	MPTP inh	mIAP block
O=C(COC(=O)c1ccc(NS(=O)(=O)c2ccc3c(c2)OCCO3)cc1)NCC1CCCO1 (centres undefined)	-3	-2	1	1.1	-2	-10	-3	0.0	-1
COC(=O)c1cc(NS(=O)(=O)c2ccc(C(C)C)cc2)ccc1N1CCOCC1	-6	-2	0.98	0.95	2	5	-1	12	2
Cc1c(C(=O)NNC(=S)Nc2ccc(S(N)(=O)=O)cc2)oc2ccccc12	2	-1	0.81	2.1*	6	-105	-1	-0.8	19
Cc1nnc2c(NCC(C)c3ccccc3)nc3ccccc3n12 (centres undefined)	0	0	0.97	0.99	-1	1	-2	0.9	2
Cc1[nH]c(=O)[nH]c(=O)c1/C=N/NC(=O)CCNC(=O)OC(C)(C)C	-7	2	1	1.5	0	-49	-1	-1.1	-4
CCOc1ccc(NS(=O)(=O)c2ccc(C(=O)NCC(c3ccc(OC)cc3)N3CCCC3)cc2)cc1 (centres undefined)	-6	-4	1.1	1.1	4	-10	-6	85*	-6
O=C(NNC(=O)c1ccc(Cl)s1)c1csc(N2CCOCC2)n1	-2	1	0.92	1.8	3	-76	-2	-0.6	8
O=C(COc1ccccc1)Nc1ccccc1Cl	-3	-3	0.92	0.82	-3	18	1	-1.1	8
COc1ccc(CNC(=O)CCN2C(=O)c3ccccc3S2(=O)=O)cc1	-12	-2	0.98	1	-2	-3	-1	-2.2	2
CC(C)c1ccccc1NC(=O)COC(=O)C1(C)CC1(Cl)Cl (centres undefined)	-5	-3	1.1	1.1	0	-10	-2	-0.8	-11
O=C1C(Cl)=C(N2CCCCCC2)C(=O)N1c1ccc(Cl)cc1	-2	-2	0.99	1.1	0	-7	-5	-0.3	1
O=C(COC(=O)C1CC2C=CC1C2)NCc1ccc(F)cc1 (centres undefined)	-5	3	0.98	1.1	1	-12	0	0.9	2

Shown bar-delimited: 7 of the compounds above.
compound | A3G deaminase | APOBEC3A inh | mIAP activ | hIAP activ | GRIN3A LBD mod | hIAP inh | MIN6 prolif | MPTP inh | mIAP block
CCOc1ccc(NS(=O)(=O)c2ccc(C(=O)NCC(c3ccc(OC)cc3)N3CCCC3)cc2)cc1 (centres undefined) | -6 | -4 | 1.1 | 1.1 | 4 | -10 | -6 | 85* | -6
O=C(NNC(=O)c1ccc(Cl)s1)c1csc(N2CCOCC2)n1 | -2 | 1 | 0.92 | 1.8 | 3 | -76 | -2 | -0.6 | 8
O=C(COc1ccccc1)Nc1ccccc1Cl | -3 | -3 | 0.92 | 0.82 | -3 | 18 | 1 | -1.1 | 8
COc1ccc(CNC(=O)CCN2C(=O)c3ccccc3S2(=O)=O)cc1 | -12 | -2 | 0.98 | 1 | -2 | -3 | -1 | -2.2 | 2
CC(C)c1ccccc1NC(=O)COC(=O)C1(C)CC1(Cl)Cl (centres undefined) | -5 | -3 | 1.1 | 1.1 | 0 | -10 | -2 | -0.8 | -11
O=C1C(Cl)=C(N2CCCCCC2)C(=O)N1c1ccc(Cl)cc1 | -2 | -2 | 0.99 | 1.1 | 0 | -7 | -5 | -0.3 | 1
O=C(COC(=O)C1CC2C=CC1C2)NCc1ccc(F)cc1 (centres undefined) | -5 | 3 | 0.98 | 1.1 | 1 | -12 | 0 | 0.9 | 2

Other results.
SMILES	A3G deaminase	APOBEC3A inh	mIAP activ	hIAP activ	GRIN3A LBD mod	hIAP inh	MIN6 prolif	MPTP inh	mIAP block
CCOc1ccc(-n2c(C)c(C(C)=O)c3cc(OC(C)=O)ccc32)cc1	-2	1	1	1	-1	-1	-1	0.3	-4
S=c1[nH]nc(-c2ccco2)n1/N=C/C=C/c1ccccc1	38	0	1	0.96	0	4	-2	1.2	-1
COc1ccc(NC(=O)c2sc(SC)nc2N)cc1	-2	2	0.97	0.93	-26	7	1	1.0	3
COc1ccc(C(=O)NC(C)Cn2nc(C)cc2C)cc1OC1CCN(C(C)=O)CC1 (centres undefined)	-6	0	0.9	1.2	3	-24	-4	0.6	10
O=C(CCN1C(=O)c2ccccc2C1=O)Nc1ccc(-c2nc3ccccc3o2)cc1	-8	-6	1.1	1.1	-1	-15	-2	2.2	-11
O=C1CC(NN2CCCCC2)C(=O)N1c1ccccc1 (centres undefined)	-6	-3	0.89	1	-1	-5	-2	0.3	11
COc1ccc(Cl)cc1NS(=O)(=O)c1ccc(OC)c(OC)c1	-3	-1	1.1	1.2	1	-22	1	4.1	-6
COCCNC(=O)CSc1ccccc1C(=O)NC1CCSc2ccccc21 (centres undefined)	-2	1	1.1	1.1	2	-9	0	0.9	-6
Cc1nnc(NC(=O)CSc2nccn2Cc2ccccc2)s1	-2	-2	0.97	0.85	1	15	-1	0.2	2
O=[N+]([O-])c1ccc(-c2ccc(S(=O)(=O)NCCN3CCCC3)cc2)cc1	4	2	0.99	1.1	-1	-11	-4	31	1
Cc1ccc(S(=O)(=O)N2CCN(S(=O)(=O)N3CCC(C)CC3)CC2)cc1C	-8	-6	1	0.82	-2	18	-1	0.2	-1
CC(C)C(=O)Nc1cccc(NC(=O)c2cccnc2)c1	0	1	1.1	0.95	0	5	-1	0.0	-9

Grouped by structure: those above with a tert-butyl group (two)
SMILES	A3G deaminase	APOBEC3A inh	mIAP activ	hIAP activ	GRIN3A LBD mod	hIAP inh	MIN6 prolif	MPTP inh	mIAP block
Cc1cccc(N(CC(=O)NC(C)(C)C)C(=O)CS(=O)CC(=O)Nc2ccc3c(c2)OCO3)c1 (centres undefined)	7	3	1	1.2	1	-19	1	-0.8	-2
Cc1[nH]c(=O)[nH]c(=O)c1/C=N/NC(=O)CCNC(=O)OC(C)(C)C	-7	2	1	1.5	0	-49	-1	-1.1	-4

Next section:
SMILES	A3G deaminase	APOBEC3A inh	mIAP activ	hIAP activ	GRIN3A LBD mod	hIAP inh	MIN6 prolif	MPTP inh	mIAP block
Cc1csc2ncc(C(=O)Nc3ccccc3F)c(=O)n12	-4	4	0.92	0.78	-2	22	2	-1.4	8
Cc1ccc(CNC(=O)CCc2nnc3ccc(NCCCN4CCCC4=O)nn23)cc1	2	-1	1.1	0.94	0	6	-3	-1.5	-9
CS(=O)(=O)NCc1nnc(SCc2ccccc2C(F)(F)F)o1	-1	0	1.1	0.88	2	12	-2	0.6	-7
O=C(NCCCOc1cccc(CN2CCCCC2)c1)c1ccc(Cl)c(Cl)c1	-7	-3	1.1	0.95	-5	5	-4	4.4	-5
CC(=O)Nc1cccc(-n2nnc(SCC(=O)c3ccccc3)n2)c1	-2	-1	0.91	1.1	-1	-6	-1	3.3	9
N#Cc1c2c(c(NCCOCCO)n3c1nc1ccccc13)CCCC2	-4	-3	0.97	1.3	-1	-26	1	-0.3	3
O=[N+]([O-])c1cc(C(F)(F)F)ccc1NCCCCNS(=O)(=O)c1ccc(Cl)cc1	-6	-3	0.98	0.9	9	10	-5	86*	2
O=C(NCc1cccs1)c1cc2c(s1)CCCC2	0	3	1.1	0.91	-1	9	3	1.3	-7
O=C(/C=C/c1ccc(S(=O)(=O)N2CCOCC2)cc1)Nc1ccc(F)c(F)c1F	-5	3	0.82	1	0	-3	0	-2.0	18
Cc1ncc(CO)c(/C=N/NC(=O)c2cccc(S(=O)(=O)N3CCCC3)c2)c1O	-9	-7	1.1	1.9	-2	-87	1	-1.2	-10

Source: PubChem BioAssay
